# Source: PubChem BioAssay
# 12-hLO inh = inhibitors of human 12-lipoxygenase (ALOX12); P18054; purified 12-hLO, xylenol orange hydroperoxide absorbance; Potency, µM (titrated, usually from 57.1 µM), for the others: at the highest dose activity change, negative = inhibition, hits mostly inhibitors; 150,000 compounds, 0.12% hits; AID 1452; further: potency means the concentration at half of the fitted maximal effect; nearly all actives have a fitted effect of over 55% in size; many of its hits are not listed in these tables
# Target sequence (P18054 whole entry, looked up): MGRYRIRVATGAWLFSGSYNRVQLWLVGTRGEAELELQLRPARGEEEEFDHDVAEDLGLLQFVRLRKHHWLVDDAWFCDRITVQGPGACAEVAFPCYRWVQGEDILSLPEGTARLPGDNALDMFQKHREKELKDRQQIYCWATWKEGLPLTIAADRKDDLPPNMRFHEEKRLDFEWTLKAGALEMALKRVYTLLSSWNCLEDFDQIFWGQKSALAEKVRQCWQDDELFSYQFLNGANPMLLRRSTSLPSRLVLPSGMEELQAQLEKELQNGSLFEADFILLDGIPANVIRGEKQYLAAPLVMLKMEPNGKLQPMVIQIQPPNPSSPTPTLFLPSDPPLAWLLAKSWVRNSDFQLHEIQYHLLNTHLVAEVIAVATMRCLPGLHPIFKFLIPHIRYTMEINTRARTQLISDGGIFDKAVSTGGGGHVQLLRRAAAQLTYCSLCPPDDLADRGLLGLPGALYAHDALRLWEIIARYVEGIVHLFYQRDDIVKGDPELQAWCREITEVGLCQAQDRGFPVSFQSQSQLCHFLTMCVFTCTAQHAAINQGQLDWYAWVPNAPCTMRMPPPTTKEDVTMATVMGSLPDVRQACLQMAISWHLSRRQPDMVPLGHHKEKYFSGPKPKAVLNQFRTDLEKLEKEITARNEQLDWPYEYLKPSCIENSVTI
#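 Purified human 12hLO (150 nM final) was preincubated with compounds for 15 min at room temperature in 25 mM Hepes pH 7.0, 0.01% Triton X-100, then reacted with 40 uM arachidonic acid for 30 min. Hydroperoxide was detected with ferrous iron/xylenol orange.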
# ALOX15B inhib = 15-hLO-2 (ALOX15B) enzyme inhibition | O15296 | purified 15hLO-2, xylenol orange hydroperoxide absorbance | Potency, µM (titrated, usually from 57.1 µM), without a hit: at the top dose activity change, negative = inhibition, usual class: inhibitors | 110,000 compounds, 0.56% hits | AID 881; further: potency means the concentration at half of the fitted maximal effect; nearly all actives have a fitted effect of over 60% in size; many of its hits are not listed in these tables
#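 Screening format was qHTS against 50 nM purified 15hLO-2 in Hepes pH 7.5 with detergent. Activity follows hydroperoxide formation from 45 uM arachidonic acid, measured as 573:405 nm absorbance ratio of the ferric-xylenol orange complex.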
# PNC inhibitor = inhibitors of perinucleolar compartment assembly; PC3M PTB-GFP, PNC prevalence imaging, 16 h; active compounds read low; AID 2417; activity change (PNC), negative = inhibition, % at 10 µM; 140,000 compounds, 3.1% hits;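 active means readout at or below -70, meaning at least 70% loss of cells showing the perinucleolar compartment, a nuclear body marking cancer cells; inconclusive means readout between -30 and a set limit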;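 further: plate controls were DMSO wells for no effect and camptothecin positive control wells for full effect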
#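 PC3M cells stably expressing PTB-GFP, 750–1000 cells/well, treated 16 h at 37 °C with compound (23 nl of library stock), in duplicate. After paraformaldehyde fixation and Hoechst stain, imaged at 20x; PNC prevalence scored by image analysis.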
# IMPase cell inh = membrane-permeable compound that blocks inositol monophosphatase; inhibition (IP1 accumulation), % at 46.1 µM; 120,000 tested, under 10 active; P97697; CHO-M1 cells, IP1 accumulation, HTRF TR-FRET ratio; active means well fitted curve in the direction sought with a large enough effect in the signal ratio, not every such curve was filed as active; inconclusive means small, poorly fitted or top-dose-only effect, or a change in a side signal; inactive means no such curve, though single readings can be large or run the other way; the % refers to the signal ratio;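 further: cells stimulated with carbachol in lithium chloride buffer; plate controls were DMSO basal wells for no effect and reference inhibitor wells for full effect; higher means more IMPase inhibition seen as more IP1 and lower FRET ratio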
# Target sequence (P97697 whole entry, looked up): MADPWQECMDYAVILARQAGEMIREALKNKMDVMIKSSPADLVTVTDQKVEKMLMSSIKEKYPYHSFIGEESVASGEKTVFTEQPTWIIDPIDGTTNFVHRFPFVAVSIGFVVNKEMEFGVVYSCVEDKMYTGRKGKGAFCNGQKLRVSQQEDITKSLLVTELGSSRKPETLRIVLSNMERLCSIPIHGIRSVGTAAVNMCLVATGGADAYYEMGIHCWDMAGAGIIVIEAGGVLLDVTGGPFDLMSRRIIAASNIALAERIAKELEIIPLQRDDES
#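 Measured: the HTRF emission ratio (665/620 nm) plus the 620 nm donor channel, each fitted to the Hill equation to give AC50. Cells were CHO-M1 given compounds up to 46 uM and a 30 min carbachol stimulation at 37C.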
# * marks the source's active call; other numbers are inactive results; i = inactive; ? = inconclusive; . = no result given; & = joins results of further samples; [ ] = another dose, or the depositor's remark. Unless noted, the call rests on the fitted dose curve; in most records, active means well fitted curve in the direction sought with a large enough effect; inconclusive means small, poorly fitted or top-dose-only effect, or another doubt; inactive means no such curve, though single readings can be large; an effect the other way counts as inactive or inconclusive. Unless noted, on the % scale 0 is the no-effect control and ±100 the full control effect. Only part of the results is shown, so the mix of outcomes need not match the whole.
SMILES,12-hLO inh,ALOX15B inhib,PNC inhibitor,IMPase cell inh
CCOC(=O)C1=C(C)N(C)C(=O)NC1c1cc2c(cc1Br)OCO2 (configuration not stated),-10%,-1%,-24,8
CSc1nc2sc3c(c2c2nnnn12)CCC3,10%,-11%,35,-17
CCOC(=O)c1sc(NC(=O)CSc2nnc(-c3ccco3)n2CC)c(C(=O)OCC)c1C,-2%,-9%[11.4 µM],13,-9[1.84 µM]
CCOc1cc(C)nc(Oc2ccc(=O)[nH]n2)n1,-2%,-6%,?,7
Cc1nc(NC(=O)c2ccccc2)sc1-c1csc(Nc2cccc(Cl)c2)n1,-1%,16%,3,?
O=C(c1ccc2c(c1)OCCO2)N(c1ccccn1)C1CCCCC1,-10%,-3%,-13,1
CCn1c(Cc2ccccc2)nnc1SCC(=O)Nc1nc(C)cs1,2%,.,-9,0
Cc1ccc2c(c1)c(=O)c1c3n2CCN(C(=O)CCl)C3CC1 (configuration not stated),-5%,-26%,24,13
O=c1cnc2cnc(Nc3ccccc3)nc2n1C[C@H]1CCCO1,1%,-13%,.,.
Nc1cc(S(=O)(=O)O)ccc1O,2%,0%,.,.
CCOC(=O)c1ccc(NC(=O)c2cc3ccccc3o2)cc1,-14%,0%,14,3
CCCCC(=O)NC(=S)Nc1cc(C(=O)O)ccc1Cl,-21%,.,39,-11
Cc1cc(C)nc(SCc2nnc(SCC(=O)Nc3nc(-c4ccccc4)cs3)n2C)n1,1%,.,-12,?
CCN(C(=O)Cn1c(=O)n(Cc2ccccc2)c(=O)c2ccccc21)c1cccc(C)c1,3%,-3%,9,4
N#C/C(=N\Nc1ccccc1)C(=N)N1CCCCC1,-28%,-18%,-18,7
COc1ccc(-c2noc(C3CCCN(S(=O)(=O)c4cccc(Cl)c4C)C3)n2)cc1OC (configuration not stated),-8%,12%,7,8
Cc1cccc(Nc2nc(NC(C)C)nc(Oc3ccc(=O)n(C)n3)n2)c1,-6%,21%,11,6
CN1CCN(c2cc(-c3ccccc3C(F)(F)F)ncn2)CC1,0%,9%,.,.
O=C1OCC(CO)(CO)N=C1NNc1cc(Cl)ccc1Cl,?,?,25,-10
O=C(Cn1cnc2c(nnn2Cc2ccccc2)c1=O)NCc1ccco1,-3%,2%,?,6
CCc1nnc(NC(=O)CCC(=O)O)s1,1%,9%,-12,3
CCc1nnc(NC(=O)CSc2nnc(Cc3ccccc3)o2)s1,2%,2%,?,7
CCn1nccc1C(=O)Nc1ccc(Cl)cn1,-8%,4%,-5,3
COc1ccc(NC(=O)CN2CCC(C(N)=O)(N3CCCCC3)CC2)cc1,5%,-7%,0,3
S=C(Nc1ccccc1)Nc1nccs1,-14%,?,.,3
O=C(O)C1C2CCC(C2)C1C(=O)NCc1ccco1 (configuration not stated),0%,-6%,-100*,2
O=C(CCC(=O)N(Cc1ccco1)C(C(=O)NC1CCCC1)c1ccncc1)Nc1cccnc1 (configuration not stated),0%,-2%,-24,6
COc1ncnc2c1oc1nc(C(C)C)c3c(c12)CC(C)(C)OC3,4%,3%,32,1
CC(=O)Nc1nc(=S)n(-c2ccccc2)[nH]1,-27%,-26%,19,7
OC(CN1CCC(Cc2ccc(F)cc2)CC1)c1ccc(Cl)cc1 (configuration not stated),-5%&2%,37%&23%[activator],.,?
O=C1N/C(=N\N=C\c2ccc3ncccc3c2)SC1Cc1ccc(SC(F)F)cc1 (configuration not stated),1%,-11%,?,-3
Cc1c(O)nc(SCC(=O)Nc2ccc3c4c(cccc24)CC3)n(-c2ccc(F)cc2)c1=O,-3%,.,-2,.
CS(=O)(=O)Nc1nnc(Cc2ccccc2)s1,2%,.,-100*,?
COc1ccc(/C(C)=C(\C#N)C(=O)OC(C)C)cc1OC,-5%,.,?,.
O=C(N/C(C(=O)N1CCOCC1)=C(\Sc1ncccn1)c1ccccc1)c1ccccc1,-2%,.,30,.
O=C1NC(=O)/C(=C\c2ccccc2Oc2ccc(F)c(F)c2)S1,-7%,-10%,-7,0
Cc1ccnc(NC(=S)NC(=O)/C=C/c2ccc(Cl)cc2)c1,-2%,.,52,-2
CCN(CC)S(=O)(=O)c1cccc(NC(=O)C2SC(=Nc3ccc(C)cc3C)C(C(=O)NC(C)COC)=C2N)c1 (configuration not stated),-19%,-1%,16,-5
Cc1cc(Cl)ccc1OCC(=O)OC(C)C(=O)NC(N)=O (configuration not stated),-7%,-2%,-7,3
Cc1ccc(S(=O)(=O)N(C)C)cc1NC(=S)NC(C)CCCC(C)C (configuration not stated),-13%,.,-11,.
COc1ccc(C2/C=C\CC(NC(=O)OCC3c4ccccc4-c4ccccc43)CC(=O)N2Cc2cccc(F)c2)cc1 (configuration not stated),-2%[0.00818 µM],9%[0.0915 µM],.,.
Cn1c(=O)[nH]c(=O)c2[nH]cnc21,0%,-3%,.,.
COc1ccc(-n2c(C)cc(C(=O)Cn3c(NCCO)nc4ccccc43)c2C)cc1,-3%,27%,29,?
CC1CCN(CCCNC(=O)CCCNC(=O)Cn2cnc3sc4c(c3c2=O)CCCC4)CC1,7%,8%,40,4
CCOC(=O)CSc1nsc(SCC(=O)OCC)c1C#N,-8%,.,-100*,12
Cc1cccc(OCC2=N/C(=C\N(C)C)C(=O)O2)c1,-2%,-4%,21,-4
CCOC(=O)NC1(Nc2ccc(C)cc2)Oc2ccccc2O1,?,.,?,-19
COc1ccc(-c2cn3ccsc3n2)cc1,-18%,-4%,-2,?
CSc1ccc(-c2cc(=O)c3ccccc3o2)cc1,-6%,-7%,29,-9
CC1Cc2ccccc2N1C(=O)c1ccc(N2CCCCC2)c([N+](=O)[O-])c1 (configuration not stated),0%,.,-20,5
CC(=O)c1c(COC(=O)c2cccnc2)nc2ccccc2[n+]1[O-],-10%,5%,?,2
C=CCSC1=C(C#N)C2(CCCCC2)C(C#N)C(=O)N1 (configuration not stated),-5%,-1%,30,-6
CC(=O)c1cc(F)c(N2CCCC2)cc1C,-6%,2%,-17,11
CS(=O)(=O)N(CC(=O)N1CCCCCC1)c1cccc(Br)c1,3%,-10%,-27,2
Cc1cccn2c(=O)c(/C=C(\C#N)C(=O)NC3CCS(=O)(=O)C3)c(N3CCC(C)CC3)nc12 (configuration not stated),-6%,.,17,.
CCOc1ccc(-n2c(SCC(=O)Nc3nccs3)nc3c(c2=O)SCC3)cc1,-4%,-6%,-12,11
CCC(=O)[C@@]1(C)[C@H](C)C[C@@H]2[C@@H]3CCC4=CC(=O)C=C[C@@]4(C)[C@H]3[C@H](O)C[C@]21C,-1%[25.6 µM],4%[25.6 µM],.,10[20.6 µM]
CCOCCCNC(=O)C(C)NS(=O)(=O)c1ccc(C)cc1 (configuration not stated),7%,-8%,-90*,-9
NCCCSC1=NCCCN1,6%,7%,-11,5
NCCCCCc1nnc(SCc2ccccc2Cl)o1,0%,22%,1,3

# Sorted by length of the SMILES (low to high): part of the list above
SMILES,12-hLO inh,ALOX15B inhib,PNC inhibitor,IMPase cell inh
NCCCSC1=NCCCN1,6%,7%,-11,5
CSc1ccc(-c2cc(=O)c3ccccc3o2)cc1,-6%,-7%,29,-9
CCOc1ccc(-n2c(SCC(=O)Nc3nccs3)nc3c(c2=O)SCC3)cc1,-4%,-6%,-12,11
CCC(=O)[C@@]1(C)[C@H](C)C[C@@H]2[C@@H]3CCC4=CC(=O)C=C[C@@]4(C)[C@H]3[C@H](O)C[C@]21C,-1%[25.6 µM],4%[25.6 µM],.,10[20.6 µM]

# More structures follow:
SMILES,12-hLO inh,ALOX15B inhib,PNC inhibitor,IMPase cell inh
CSc1ncnc2c1ncn2C1OC(CO)C(O)C1O (configuration not stated),-1%,4%,.,.
CSc1nc(N)c2ncn([C@H]3O[C@H](COP(=O)(O)OP(=O)(O)O)[C@@H](O)[C@@H]3O)c2n1,-3%,19%,.,-5
CCNc1nc(CN2CCCCC2)nc2scc(-c3ccccc3)c12,1%,.,-11,24
Cc1ccc(S(=O)(=O)OC2CCN(C)CC2)cc1,2%[11.4 µM],-10%[11.4 µM],.,.
COc1ccc(CCC(=O)N2CC(C)OC(C)C2)cc1 (configuration not stated),-6%,0%,-15,0
COCCN(C(=O)Nc1ccccc1)c1ccccc1,-1%,-5%,0,3
Cc1ccccc1OCC(O)Cn1c2ccccc2c2ccccc21 (configuration not stated),0%,5%,-3,4
C=CCn1c(N)c(C(=O)Nc2ccc(C)cc2)sc1=S,2%,-12%,38,2
C/C(=N/Nc1ccc2ccccc2n1)c1ccccc1O,-1%[11.4 µM],11%[11.4 µM],.,.
COCCNC(=O)c1c(N)sc2c1CCCC2,-23%,-30%,7,?
COc1ccc(S(=O)(=O)Cc2ccccc2)cc1N,8%,-2%,29,-5
CCC[C@@H]1O[C@@H]2C[C@@H]3[C@H]4CCC5=CC(=O)C=C[C@@]5(C)[C@H]4[C@H](O)C[C@@]3(C)[C@@]2(C(=O)CO)O1,0%[25.6 µM],9%[25.6 µM],.,-1[20.6 µM]
COc1ccc2nc(SCC(=O)NN)cc(C)c2c1,-8%,-3%,23,-6
CCOC(=O)c1cnc2c(-c3ccccc3)c(C)nn2c1N,7%,-7%,39,8
O=C(CSc1ncnc2c1cnn2-c1ccccc1Cl)N1CCN(C(=O)c2ccco2)CC1,-1%,-3%,-23,4
O=C(OC1CCOC1=O)c1cccc(S(=O)(=O)Nc2cccc(Cl)c2)c1 (configuration not stated),-4%,.,?,.
CSc1ccccc1C(=O)NCCc1ccc(S(=O)(=O)N2CCCCC2)cc1,3%,3%,?,8
N#Cc1cnn(Cc2ccccc2)c1N,0%,-1%,-15,4
CCN1CCN(Cc2cc(=O)oc3cc(C)cc(C)c23)CC1,8%,6%,15,0
O=C(Cn1ncc2c(=O)oc3ccccc3c21)N1CCN(c2ccccn2)CC1,-4%,2%,?,-3
CN(C)C(=O)N1CCC(C(=O)NCc2ccc(F)cc2Cl)CC1,5%,3%,?,1
CCOCCCNC(=O)C1CCN(S(=O)(=O)c2ccc(C)cc2)CC1,-3%,.,i,-6
O=c1c2ccccc2c(-c2ccccc2)nn1Cc1ccccc1,-2%,.,-21,.
COc1ccccc1C(=O)Nc1ccc(C)cc1C(=O)c1ccccc1,-4%,.,?,2
c1ccc2cc3[nH]c(CN4CCOCC4)nc3cc2c1,1%,.,-10,1
Cn1cc(C(=O)Nc2ccc3c(c2)CCC3)cn1,-1%,.,33,.
CCC(=O)N1CCc2cc(S(=O)(=O)Nc3ccc4c(c3)OCCO4)ccc21,1%,-7%,-22,17
O=C1c2ccccc2C(=O)C12Cc1ccccc1N1CCN(c3ccccc3)CC12 (configuration not stated),-10%,-29%,16,12
COc1ccc([N+](=O)[O-])cc1NC(=O)C(C)Sc1nc(-c2ccccc2)cs1 (configuration not stated),1%,.,52,.
COC(=O)c1ccc(C2Nc3ccc(/C(C)=N/NC(=O)C(OC)c4ccccc4)cc3C3C=CCC32)cc1 (configuration not stated),-10%,?,-3,-17
CCCCCC(=O)NC(NC(=S)Nc1ccc(S(N)(=O)=O)cc1)C(Cl)(Cl)Cl (configuration not stated),3%,-23%,33,3
Cc1ccc(OC(C)c2nnc(N)s2)cc1Cl (configuration not stated),-2%,6%,-14,9
CCN(CC)S(=O)(=O)c1ccc(-c2nnc(SCC(=O)Nc3nnc(C)s3)n2CC)cc1,3%,4%,30,2
O=c1c2ccccc2ncn1-c1ccc(Cl)c(Cl)c1,5%,.,75,-2
Cc1cc(C)c(S(=O)(=O)Nc2ccc3c4c(cccc24)CC3)c(C)c1,-15%,?,-88*,10
O=C1SCC(c2ccccc2)=NN1Cc1ccccc1,-2%,.,-7,.
Clc1ccc(Cc2noc(CN3CCN(c4ccccc4)CC3)n2)c(Cl)c1,-13%,20%,-7,2
CCOc1cc(N(CC)CC)ccc1/C=C(/C#N)c1nc2ccccc2[nH]1,-6%,13%,?,3
